# Source: PubChem BioAssay
# BoNT-A LC inh2: BoNT A light chain protease inhibition. inhibition, % at 10 µM. 360,000 tested, 0.17% active. multiplex microsphere protease substrate cleavage, flow cytometry; further: plate controls were buffer without enzyme for full effect and enzyme alone for no effect
# PrPC surface inh: inhibitors of human cell surface prion protein PrPC; P04156; inhibition, % at 13.8 µM; TR-FRET read-out; 370,000 tested, 0.43% active; in the data active means inhibition above about 24%; further: 0% = median of the test wells and 100% = reference compound wells
# Rv3671c protease: inhibitors of M. tuberculosis serine protease Rv3671c. inhibition, % at 5.96 µM. 320,000 tested, 0.048% active. AID 2606; in the data active means inhibition above about 38%;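 further: extracellular domain of Rv3671c used as enzyme; 0% = enzyme with DMSO and 100% = no enzyme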
# BoNT-F LC inh: inhibitors of Botulinum neurotoxin F light chain protease | Multiplex microsphere protease cleavage assay, flow cytometry | inhibition, % at 10 µM | 360,000 tested, 0.22% active | AID 588497; in the data active means inhibition above about 35%, passing the limit was not always enough; inconclusive means no clear call, values can overlap the other calls; further: plate controls were buffer without enzyme for full effect and enzyme alone for no effect
# DUSP3 inh: DUSP3 (human) phosphatase inhibition; inhibition, % at 13.3 µM; 290,000 tested, 0.52% active; P51452; AID 1654; recombinant VHR phosphatase, pNPP absorbance; in the data active means inhibition above about 50%; further: some compounds called inactive have numbers as strong as hits
# Target sequence (P51452 whole entry, looked up): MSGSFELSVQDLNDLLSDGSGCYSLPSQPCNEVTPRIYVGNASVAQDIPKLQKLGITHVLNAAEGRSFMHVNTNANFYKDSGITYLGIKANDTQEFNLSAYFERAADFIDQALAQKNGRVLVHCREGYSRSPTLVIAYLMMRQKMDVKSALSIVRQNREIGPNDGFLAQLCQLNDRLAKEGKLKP
# Anthrax LF inh2: inhibitors of Bacillus anthracis lethal factor protease; 360,000 tested, 0.12% active; inhibition, % at 10 µM; AID 588501; P15917; multiplex microsphere protease cleavage assay, LF; further: plate controls were buffer without enzyme for full effect and enzyme alone for no effect
# Target sequence (P15917 whole entry, looked up): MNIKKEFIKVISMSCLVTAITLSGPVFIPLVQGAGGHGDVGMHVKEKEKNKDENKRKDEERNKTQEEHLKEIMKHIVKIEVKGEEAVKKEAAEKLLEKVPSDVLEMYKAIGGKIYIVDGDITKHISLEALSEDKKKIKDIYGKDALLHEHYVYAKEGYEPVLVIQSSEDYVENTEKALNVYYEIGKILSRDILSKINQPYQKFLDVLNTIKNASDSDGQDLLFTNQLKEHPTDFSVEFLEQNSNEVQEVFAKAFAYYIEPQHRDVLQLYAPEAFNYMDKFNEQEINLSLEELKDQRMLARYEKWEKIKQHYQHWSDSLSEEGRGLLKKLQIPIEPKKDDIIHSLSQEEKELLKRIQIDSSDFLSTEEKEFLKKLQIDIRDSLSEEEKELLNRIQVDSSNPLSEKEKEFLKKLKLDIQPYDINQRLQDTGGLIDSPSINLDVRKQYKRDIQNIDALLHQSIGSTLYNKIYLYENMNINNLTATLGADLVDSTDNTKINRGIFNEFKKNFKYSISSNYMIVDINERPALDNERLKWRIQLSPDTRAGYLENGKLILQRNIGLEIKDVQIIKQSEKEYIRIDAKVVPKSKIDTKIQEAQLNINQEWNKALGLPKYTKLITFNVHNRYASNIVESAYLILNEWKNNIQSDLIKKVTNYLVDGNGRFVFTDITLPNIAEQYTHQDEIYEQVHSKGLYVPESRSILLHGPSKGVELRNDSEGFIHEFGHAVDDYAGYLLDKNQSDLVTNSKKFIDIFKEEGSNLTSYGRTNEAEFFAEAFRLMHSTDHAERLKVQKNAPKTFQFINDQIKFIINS
# CCHF vOTU inh: CCHFV vOTU protease inhibition; Pep-AMC fluorescence; 370,000 tested, 0.55% active; inhibition, % at 11.5 µM; AID 651958; in the data active means inhibition above about 30%; further: 0% = vehicle wells with enzyme and 100% = no enzyme wells
# 3CLpro inhibitor: SARS-CoV 3CLpro protease inhibition; P0C6X7; recombinant SARS-CoV 3CLpro, quenched FRET peptide cleavage; inhibition, % at 6 µM; 290,000 tested, 0.14% active; AID 1706; in the data active means inhibition above about 12%
# PriA SSB inh: inhibitors of Klebsiella pneumoniae PriA binding to SSB C-terminal tail. 430,000 tested, 0.6% active. inhibition, % at 33 µM. AlphaScreen SSBct-PriA binding, biotinylated peptide; in the data active means inhibition mostly above about 37%, no sharp cut-off; inactive means mostly below about 20%;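 further: plate controls were negative control peptide for no effect and reference peptide for full effect; strong numbers were not always called active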
# MazF activator: increases E. coli MazEF RNase cleavage of RNA; P0AE70; activation, % at 20 µM; FAM/BHQ RNA-DNA oligo cleavage fluorescence, 5 h; 350,000 tested, 0.32% active; AID 504720; in the data active means activation above about 50%
# Target sequence (P0AE70 whole entry, looked up): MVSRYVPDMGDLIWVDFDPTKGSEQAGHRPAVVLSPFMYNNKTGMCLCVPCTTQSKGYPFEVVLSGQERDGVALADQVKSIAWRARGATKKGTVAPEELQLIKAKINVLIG
# * = called active by the depositor; ? = inconclusive; . = no result given; & = joins results of further samples. Unless noted, no stated cut-off is given here; in the data, active means inhibition above about 30%; inconclusive means no clear call, values can overlap the other calls; inactive means below that.
# Second line of a record – PrPC surface inh	3CLpro inhibitor	BoNT-F LC inh	BoNT-A LC inh2	Anthrax LF inh2	Rv3671c protease	DUSP3 inh	CCHF vOTU inh	MazF activator	PriA SSB inh
COc1cc(Cl)cc(C(c2c(C(=O)O)[nH]c3ccccc23)c2c(C(=O)O)[nH]c3ccccc23)c1O
 : 2	5	7	2.6	4	10	19	25	-11	6
COc1ccccc1NC(=O)Cn1c(CN2CCCCC2)nc2ccccc2c1=O
 : 1	4	-6	0.1	0	-1	15	-5	2	2
Cc1ccc2nc(Nc3ccc(C)c(Cl)c3)c3nncn3c2c1
 : 11	0	-31	-10	-16	-9	14	-18	-10	-27
Nc1ccc(Oc2ccc3c(c2)C(=O)N(CC2CCCO2)C3=O)cc1 (centres undefined)
 : -6	0	?	0.9	-9	-2	0	5	7	-2
COc1ccnc(N2CCN(c3ccccc3)CC2)c1C#N
 : -4	-2	-12	-1.1	-6	3	7	-4	-6	0
CCOc1ccc(Nc2cc(=O)[nH]c(=O)[nH]2)cc1
 : 6	1	-28	-1.2	2	3	26	-6	3	-13
O=C(CNC(=O)c1ccco1)N=Nc1c(O)[nH]c2ccc([N+](=O)[O-])cc12
 : -48	-1	12	3.6	10	5	20	26	-6	7
CCOCc1cc(CN2CCC(CCC(=O)NC3CC3)CC2)ccc1OC
 : -3	-8	.	.	.	-4	28	0	6	-15
CCCNC(=O)Cc1c(C)n(C(=O)c2ccc(Cl)cc2)c2ccc(OC)cc12
 : 3	0	-11	-2.5	-4	2	10	17	-16	-20
O=C(Nc1ccncc1)c1ccc2c(c1)C(=O)N(C1CCCCC1)C2=O
 : 6	1	4	1.4	4	4	43	6	5	5
Cc1cc(=O)oc(C)c1C(=O)NCCN1CCOCC1
 : -5	0	1	?	-4	-2	2	-2	-12	-9
CCOC(=O)c1sc2nc(CSc3ccccc3Cl)[nH]c(=O)c2c1C
 : 7	0	-1	-0.3	0	5	-35	5	-3	-6
O=c1[nH]c(=S)[nH]c2c1[C@H](CCc1cccc(Cl)c1)O[C@H](C1CCCC1)C2
 : 2	.	-6	-0.3	4	.	.	7	.	.
CS(=O)(=O)N(CCc1ccccc1)CC(=O)Nc1ccccc1
 : -3	2	0	-0.6	0	-9	-14	1	2	3
CC(CO)(CO)NCc1ccc(-c2ccccc2)cc1
 : -1	-1	1	0.1	-1	-5	14	-9	5	-17
CC1C(=O)CC2C3(C)CCC2(C(C)C(=O)O)C(=O)C13 (centres undefined)
 : -3	.	-6	-0.5	-3	.	.	2	.	.
Clc1c(Cl)c(Cl)c2n[nH]nc2c1Cl
 : -3	7	-2	-0.2	4	-5	-18	5	2	10
Cc1ccc(NC(=S)N(CCN(C)C)C(C)c2cccnc2)cc1 (centres undefined)
 : 1	2	-2	-1.1	-2	1	13	-7	14	6
COC(=O)[C@H](C(C)C)N(Cc1ccccc1)S(=O)(=O)CCN1CCCC1
 : 13	.	0	0.1	-2	.	.	3	1	11
COc1ccc(C(CNC(=O)c2cc3c(s2)CCC(C)C3)N2CCCC2)cc1 (centres undefined)
 : 0	.	-12	-0.7	-3	-12	.	3	-3	13
COc1cc2cc(CCOC(=O)c3ccc(C(F)(F)F)cc3)oc(=O)c2cc1OC
 : -3	.	-1	-0.3	-2	-4	.	-1	-2	-13
COc1cccc(NC(=O)CSc2nc3ccccc3c(=O)n2CCCC(=O)NCCCN2CCOCC2)c1
 : 5	1	-6	-0.3	-1	3	18	-3	4	-11
COc1ccc(NC(=O)CCC2COc3ccccc3O2)c(OC)c1 (centres undefined)
 : 8	2	-17	0.4	-2	-3	-12	6	-1	-4
O=C(CNC(=S)N(CCCN1CCOCC1)Cc1cccs1)N1CCOCC1
 : 1	-2	-3	-0.3	-1	1	-10	-1	-2	-10
Cc1ccccc1S(=O)(=O)N1[C@@H](c2ccc(Cl)cc2)C(C(=O)O)=CC[C@H]1c1ccc(Cl)cc1
 : 6	.	-10	-0.4	2	-5	.	32*	-1	4
CCOc1ccc(C(C)=O)cc1CN1C(=O)c2ccccc2S1(=O)=O
 : -2	0	-4	-2.0	-2	-3	-15	4	-10	-19
CC1(C)CC(=O)C(C=NCCCN2CCCC2=O)=C(O)C1
 : -4	4	-2	0.1	0	-10	30	0	3	5
O=Cc1cc(-c2ccccc2)[nH]c1-c1ccccc1
 : -1	11	?	4.2	-10	-4	6	-11	9	-8
Cc1cccc2sc(NC(=O)CN3C(=O)NC4(CCCC4)C3=O)nc12
 : 2	-4	6	3.0	4	-3	44	0	2	2
Cc1cccc(C(=O)Oc2ccccc2C(=O)N2CCOCC2)c1
 : -5	-2	?	-4.2	0	-1	13	3	8	-8
CCCc1nnc(NC(=O)CCC(=O)O)s1
 : -2	-4	0	-0.2	4	1	-16	6	2	2
COc1ccc(C(C)(O)c2nc(-c3cccc(O)c3)cs2)cc1 (centres undefined)
 : 0	.	-3	0.1	-1	.	.	-7	.	.
COC(=O)Cc1cc(=O)n2[nH]c(C)nc2n1
 : 1	5	-7	-0.2	-4	1	4	2	3	-3
COc1ccccc1-c1cc(C(=O)NCc2ccco2)no1
 : 3	2	-8	-0.3	-3	9	30	-9	0	-12
COc1cccc(CNC(=O)CNC(=O)c2cccs2)c1
 : -1	0	4	1.3	1	1	-13	13	7	-16
Cc1ncc([N+](=O)[O-])n1Cc1ccccc1
 : 0	3	3	-1.4	-3	-10	1	6	1	-17
CCOC(=O)C(Sc1nnc2c3ccccc3n(CC)c2n1)C(=O)OCC
 : -21	0	0	0.4	0	-5	1	5	-1	-14
CCc1ccc(-c2nc(CS(=O)CC(=O)NC3CCCCCC3)c(C)o2)cc1 (centres undefined)
 : -2	9	5	2.8	2	10	-1	-14	0	-16
CCOC(=O)N1CCN(Cc2nc(N)nc(Nc3ccc(OC)cc3)n2)CC1
 : -1	-5	-2	-0.7	-4	-3	15	4	-8	-8
CCc1ccccc1NC(=O)CNC(=O)c1n[nH]c(=O)c2ccccc12
 : -6	.	7	-1.4	3	5	.	-8	4	1
C=CCn1c(C)nnc1SCC(=O)c1c(N)n(C2CC2)c(=O)[nH]c1=O
 : 2	.	2	-1.8	1	.	.	4	3	-3
O=C(CSc1ccc(Br)cc1)NC1CCCCCC1
 : 2	.	-3	-0.3	3	-9	.	-4	3	-17
COCCCN1C(=O)C(CC(=O)NC(c2ccccc2)c2ccccc2)CC(C(=O)N2CCCCCC2)=C1C (centres undefined)
 : -1	.	-6	-0.2	-8	.	.	-1	.	.
O=C(NCCCCc1ccccc1)C12CN(Cc3ccccc3)CC1C(c1ccc([N+](=O)[O-])cc1)=NO2 (centres undefined)
 : -3	0	-11	-0.2	-8	0	14	7	-1	32
CCNc1nc(NCC)n2c(SCC(=O)Nc3ccc(F)cc3)nnc2n1
 : -2	.	-6	-1.9	-6	5	.	-3	-3	5
Cc1cc(-c2ccccc2)n2nc(C)c(-c3ccccc3)c2n1
 : 2	2	-6	-0.2	-2	0	12	7	-11	-11
Cc1cccnc1NC(=O)c1ccc(NS(=O)(=O)/C=C/c2ccccc2)cc1
 : -2	.	5	-1.4	-2	1	.	-13	-1	-8
O=C(CNc1ccc2c(c1)OCO2)N/N=C\c1cn(Cc2ccccc2)c2ccccc12
 : 13	7	-11	-1.9	-4	1	1	-1	6	.
CCOC(=O)c1c(NC(=O)CSc2nccc(=O)[nH]2)sc(C)c1C
 : 6	8	1	0.1	-4	0	6	-9	-12	2
COC(=O)C1=C(C)NC2=C(C(=O)CCC2)C1c1ccc(-c2ccsc2C(=O)OC)o1 (centres undefined)
 : 4	7	?	-6.6	-28	2	13	-4	2	-4

# 4 entries already listed, sorted by SMILES length, highest first:
# Second line of a record – PrPC surface inh	3CLpro inhibitor	BoNT-F LC inh	BoNT-A LC inh2	Anthrax LF inh2	Rv3671c protease	DUSP3 inh	CCHF vOTU inh	MazF activator	PriA SSB inh
O=C(NCCCCc1ccccc1)C12CN(Cc3ccccc3)CC1C(c1ccc([N+](=O)[O-])cc1)=NO2 (centres undefined)
 : -3	0	-11	-0.2	-8	0	14	7	-1	32
O=C(CNc1ccc2c(c1)OCO2)N/N=C\c1cn(Cc2ccccc2)c2ccccc12
 : 13	7	-11	-1.9	-4	1	1	-1	6	.
C=CCn1c(C)nnc1SCC(=O)c1c(N)n(C2CC2)c(=O)[nH]c1=O
 : 2	.	2	-1.8	1	.	.	4	3	-3
CCOC(=O)c1c(NC(=O)CSc2nccc(=O)[nH]2)sc(C)c1C
 : 6	8	1	0.1	-4	0	6	-9	-12	2

# The list goes on.
# Second line of a record – PrPC surface inh	3CLpro inhibitor	BoNT-F LC inh	BoNT-A LC inh2	Anthrax LF inh2	Rv3671c protease	DUSP3 inh	CCHF vOTU inh	MazF activator	PriA SSB inh
O=C(Cc1cc(=O)oc2cc(O)ccc12)NC(Cc1ccc(Cl)cc1)C(=O)O (centres undefined)
 : 0	3	1	-1.7	0	4	-7	-369	7	-13
COc1cccc(NC(=S)NC(Cc2ccccc2)c2ccccc2)c1 (centres undefined)
 : 15	.	-4	-0.9	-7	.	.	6	5	.
O=C1C=C(c2ccc(C(=O)O)cc2)C[C@@H](c2ccc(F)cc2)C1
 : -11	.	-2	0.0	0	4	.	16	2	-11
COc1cc(/C=N/NC(=O)CSc2n[nH]c(=O)[nH]c2=O)cc(OC)c1O
 : -12	4	3	-0.3	1	5	2	9	-12	.
Cc1ccc(S(=O)(=O)c2nc(NCCCn3ccnc3)sc2Cl)cc1
 : -2	0	1	0.0	-4	1	19	3	-2	9&22
COc1ccccc1CCC(=O)Nc1ccc(S(=O)(=O)Nc2nccs2)cc1
 : 1	.	-5	1.1	-1	3	.	12	3	-3
CC(C)NC(=O)COc1ccc(OCc2ccccc2)cc1
 : -3	-3	0	-0.1	0	-8	22	10	-5	-10
CCOC(=O)C1CCN(S(=O)(=O)c2cccc(-c3cn4cccnc4n3)c2)CC1
 : 2	-2	-5	-0.6	0	6	14	-206	6	-17
O=C(NCc1csc(-c2cccs2)n1)c1cccc(Cl)c1
 : 12	6	1	0.3	-3	5	31	8	0	-13
O=C1CCCN1C(=O)COc1cc(F)ccc1[N+](=O)[O-]
 : 3	.	-10	-0.9	-8	-2	.	5	-1	-8
COCc1cccc(-c2csc(C(O)c3cccc(OC)c3)n2)c1 (centres undefined)
 : 2	.	-2	-0.1	-6	.	.	-3	.	.
NCCCC[C@H]1CNC(=O)C(=O)N1CCc1cccc2ccccc12
 : -3	.	-14	-0.2	0	-5	15	0	0	-7
CS(=O)(=O)N(Cc1ccc(C(=O)NCc2ccco2)cc1)c1ccccc1
 : 4	-3	2	0.9	-1	1	11	-13	3	-7
O=C(Nc1nnc(S(=O)(=O)N2CCCC2)s1)c1ccccc1Cl
 : -5	2	-3	0.1	2	7	10	5	4	-4
CC(C)COCC1CC2(CC(C)(c3csc(N)n3)OC2=O)C(=O)O1 (centres undefined)
 : 2	-5	-2	-0.6	4	.	10	9	6	-14
O=C(c1ccco1)N1CCN(C2=NS(=O)(=O)c3ccccc32)CC1
 : -1	-2	8	1.1	-6	-4	7	5	-1	6
COc1cc(OC)cc(C(=O)N[C@H](C(=O)NC2CCCc3ccccc32)C(C)C)c1 (some centres undefined)
 : 5	.	0	-0.4	-2	-6	.	-4	-2	2
Cc1[nH]c(=O)c(C(=O)c2cc(Cl)ccc2O)cc1C(=O)O
 : -4	0	-4	-0.8	-2	1	1	2	-4	2
COc1ccc(-n2c(C)cc(/C=C3/SC(=S)N(C)C3=O)c2C)cc1
 : -3	0	7	16	8	-4	4	-4	-70	-1
COc1ccc(-c2ccc(-c3nc4c(c(=O)[nH]c(=O)n4Cc4ccccc4)n3C)o2)c([N+](=O)[O-])c1
 : -1	-3	-10	0.0	-2	1	-4	7	-11	32
CCc1nnc(NC(=O)c2ccc3ncsc3c2)s1
 : 7	2	-39	-1.7	-5	6	19	-2	0	-9
CSC1=C(C#N)C(c2ccc(C)s2)CC(=O)N1 (centres undefined)
 : 4	5	-21	-0.9	-6	-3	22	-6	2	5
CCCCn1nnnc1C(c1cc2ccccc2o1)N1CCN(CC(=O)NC(C)C)CC1 (centres undefined)
 : -8	.	-2	0.3	4	.	.	7	.	.

# A portion of the library (hit frequency here may not be typical).
